Insulin prom inh: TRM-6 insulin promoter activity inhibition | AID 1273 | 130,000 compounds, 0.9% hits | inhibition, % at 2 µM | TRM-6 cells (human fetal islet line), insulin promoter-eGFP reporter, imaging; reporter expression induced with tamoxifen;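 active means inhibition above the mean plus 3 SD, with well images judged a real hit on visual review, cut at about 60% in these data, passing the limit was not always enough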
sdo1 growth: compounds rescuing growth of sdo1-depleted yeast, bone marrow failure model. z-score at 10 µM. 140,000 compounds, 0.21% hits. S. cerevisiae sdo1-depleted JHY4D growth rescue, OD600 30 h; active compounds read high; pdr5 snq2 efflux-pump mutant strain. AID 817;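 active means z-score above 3 at both the 24 hr and the 30 hr optical density reads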;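 further: z-score against mean and SD of all compound wells on the same plate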
sdo1 growth Rescue 24 h: further read-out of sdo1 growth, marked with its call; z-score; S. cerevisiae sdo1-depleted JHY4D growth rescue, OD600; measured here: growth rescue at 24 h;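 0 is the plate mean of compound wells and units are plate SD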
Starred values were filed as active, the others as inactive; · = no result given.

Below each SMILES: Insulin prom inh, sdo1 growth, sdo1 growth Rescue 24 h
> O=C(c1ccc2c(=O)n(C3CCCC3)c(=S)[nH]c2c1)N1CCCCCC1
  -7, ·, ·
> CCOc1ccc(OCc2ccc(C(=O)Nc3cccnc3)o2)cc1
  13, 0.23, -0.23
> O=c1oc2ccc3ccccc3c2c2c1SC(C(F)(F)F)C2 (configuration not stated)
  -18, -0.13, 0.49
> CCOC(=O)C1(CC2CCCCO2)CCN(Cc2cc(F)ccc2-n2cccn2)CC1 (configuration not stated)
  20, ·, ·
> CC(=O)NC(=S)NNC(=O)COc1ccc(Br)cc1
  -50, ·, ·
> O=C(NCCN1CCOCC1)c1ccc(CS(=O)(=O)Cc2ccccc2F)o1
  -50, -1.2, -1.6
> CC(NC(=O)CSCc1ccccc1Br)c1ccccc1 (configuration not stated)
  -12, -0.6, -0.47
> CCCN(CC(=O)Nc1cc(Cl)ccc1Cl)C(=O)/C=C/c1ccco1
  ·, 0.25, 0.66
> Cc1ccc(NC(C#N)c2ccccc2OCc2ccccc2)cc1 (configuration not stated)
  ·, 1.3, 1.3
> CN1CCN(c2ccccc2NC(=O)C(Cc2ccccc2)n2cccc2)CC1 (configuration not stated)
  ·, 0.52, 0.79
> COc1ccc(C(=O)Nc2ccc(NC(=O)C(C)C)nc2)cc1
  -17, ·, ·
> c1ccc(CNc2nc3ccccc3n3cnnc23)cc1
  ·, -1.9, -1.7
> CC1Oc2ccccc2N(CC(=O)NCC2CCCO2)C1=O (configuration not stated)
  35, 0.46, 0.16
> Cc1ccc(NC(=O)CNCc2ccccc2)cc1Br
  -9, ·, ·
> O=C(CSCCO)Nc1ccc(C2CCCCC2)cc1
  5, -1.2, -1.3

Full records from above. Order of screens: Insulin prom inh, sdo1 growth, sdo1 growth Rescue 24 h
`O=C(NCCN1CCOCC1)c1ccc(CS(=O)(=O)Cc2ccccc2F)o1` across the screens: -50, -1.2, -1.6
`Cc1ccc(NC(=O)CNCc2ccccc2)cc1Br` across the screens: -9, ·, ·
`O=c1oc2ccc3ccccc3c2c2c1SC(C(F)(F)F)C2` (configuration not stated) across the screens: -18, -0.13, 0.49
`O=C(c1ccc2c(=O)n(C3CCCC3)c(=S)[nH]c2c1)N1CCCCCC1` across the screens: -7, ·, ·
`CC(=O)NC(=S)NNC(=O)COc1ccc(Br)cc1` across the screens: -50, ·, ·

The results go on:
Below each SMILES: Insulin prom inh, sdo1 growth, sdo1 growth Rescue 24 h
> Cc1ccc(-n2c(-c3nn(C)cc3Cl)n[nH]c2=S)cc1
  ·, 0.82, 0.65
> Cc1ccc2nc3c(c(N)c2c1)CCN3c1ccccc1
  ·, 0.24, 0.12
> CCN(CC)c1ccc(N2C(=O)/C(=C/c3cccnc3)SC2=S)cc1
  -10, 0.36, 1.6
> COc1ccc(-n2c(Cc3cccn3C)nnc2SCC(=O)NCc2ccc(F)cc2)cc1
  ·, 0.07, 0.14
> Cc1ccc(NC(=O)c2ccccc2)cc1OC(=O)c1ccccc1
  -8, -1.6, -1.6
> O=C(CCC1CCCN(C(=O)c2cncs2)C1)NCc1ccc(F)c(F)c1 (configuration not stated)
  -39, ·, ·
> CCC(CC)NC(=O)Cc1ccccc1[N+](=O)[O-]
  7, 2.1, 1.6
> CCOC(=O)c1nn(-c2ccccc2F)c2nc(-c3ccco3)c(C#N)c(=O)n12
  0, -1.1, 0
> CCc1ccc(C2CC(=O)N3CN(c4ccccc4)CSC3=C2C#N)cc1 (configuration not stated)
  ·, 0.89, 0.07
> Cn1c(Cc2ccccc2)nnc1SCC(=O)Nc1ccc2c(c1)OCO2
  -11, 0.74, 0.44
> O=C(Oc1ccc(-c2nccc(-c3ccccn3)n2)cc1)c1cccc(C(F)(F)F)c1
  -48, 0.22, 1.7
> FC(F)(F)c1nnc2ccc(NCn3nnc4ccccc43)nn12
  1, 0.44, 0.08
> c1ccc(CSc2ncn[nH]2)nc1
  53, ·, ·
> Cn1c(C(=O)NC2CCCCC2)cc2c(=O)n(C)c3ccccc3c21
  ·, -0.3, 0.2
> Cc1cc(C)nc(Sc2ccc(/C=C(\C#N)C(N)=O)o2)n1
  -23, 0.62, 0.73

(next part)
Below each SMILES: Insulin prom inh, sdo1 growth, sdo1 growth Rescue 24 h
> Cc1nc(SCC(=O)c2cc3ccccc3oc2=O)c(C#N)c(-c2cccs2)c1C(=O)Nc1ccccc1
  -400, ·, ·
> COc1ccccc1CNC(=O)c1cccs1
  17, 0.98, 1.1
> CC(=O)c1cccc(NC(=O)CN2C(=O)NC3(CCCCCCC3)C2=O)c1
  ·, 1.2, 1.6
> Cn1ncc(Cl)c1C(=O)Nc1ccc(Cl)cn1
  0, -0.43, -1.5
> CCOC(=O)C(C)CC(C)C(=O)N1CCOCCOCCN(C(=O)C(C)CC(C)C(=O)OCC)CCOCC1 (configuration not stated)
  -28, 0.13, -0.09
> O=C(O)CC(C(=O)Nc1cccc(C(F)(F)F)c1)C1CCCO1 (configuration not stated)
  54, 0.27, -0.22
> CCCc1cc(C(=O)Nc2ccc(F)cc2F)no1
  ·, -0.37, -1.2
> CCOc1ccc(NC(=O)c2ccc(F)c(S(=O)(=O)N3CCN(c4ccccn4)CC3)c2)cc1
  20, -1.4, -0.28
> COCCn1c(NCc2ccccc2)nc2c1c(=O)[nH]c(=O)n2C
  10, 2.1, 2.3
> Cc1cccc(CSCCNC(=O)COc2ccc(Cl)cc2)c1
  -83, -0.28, 0.02
> O=C(NCc1ccccc1)NC(=O)c1ccncc1
  31, 0.06, 0.27
> Cc1ccc(NC(=O)CC2Nc3ccccc3NC2=O)cc1Cl (configuration not stated)
  30, ·, ·
> O=C(CN1C2CCC1CC(NC(=O)NC1CCCCC1)C2)NC1CC1 (configuration not stated)
  39, 1.2, 1.4
> Cc1cccc(-n2nc([N+](=O)[O-])c(=NCc3cccnc3)n2O)c1
  ·, -0.87, -0.22
> Cc1ccc(CS/C(Nc2ccccc2C)=C(\C#N)C(N)=O)c(C)c1
  -14, -1.4, 0.29

(further entries)
Structure	Insulin prom inh	sdo1 growth	sdo1 growth Rescue 24 h
O=C(Nc1ccc2c(c1)OCO2)C1COc2ccccc2O1 (configuration not stated)	17	-0.8	-0.82
CCCNC(=O)CC(NS(=O)(=O)c1ccc(Cl)cc1)c1ccco1 (configuration not stated)	·	0.56	-0.04
O=C1Nc2ccccc2C12NCCc1c2[nH]c2ccccc12 (configuration not stated)	7	1.5	1.1
c1ccc(NCc2nc3ccccc3n2CCOc2ccccc2)cc1	6	-1.6	-1.7
Cc1ccc(CNC(=O)[C@H]2C[C@@H]2[C@H](NP(=O)(c2ccccc2)c2ccccc2)c2ccccc2)o1	-36	-1.6	-1.4
COc1ccc(N2CCN(C(=O)CCc3nc(-c4ccc(C)cc4)no3)CC2)cc1	-48	-0.4	-0.19
CNC(=O)NC1CCCCc2sccc21 (configuration not stated)	·	0.67	0.18
Cc1c(C(=O)OC(C)C)sc(N)c1C(=O)OC(C)C	-43	-0.8	-0.63

More entries follow:
Structure	Insulin prom inh	sdo1 growth	sdo1 growth Rescue 24 h
CC1=CC=CC2=NC(=O)CC(C)(C(=O)N(CC(=O)NC3CCCC3)c3ccccc3C)N12 (configuration not stated)	-50	0.58	-0.36
CCOC(=O)CCC(=O)N1CCOCCOCCN(C(=O)CCC(=O)OCC)CCOCC1	13	0.83	0.45
CCNC(=O)Nn1c(-c2ccccc2)nc2ccccc2c1=O	-23	1.5	2
COc1ccc(-n2cnnc2SCC(=O)c2cc(C)n(Cc3cccs3)c2C)cc1	-12	-0.83	-0.33
Cc1ccc(-c2csc(NC(=O)c3cccc(S(=O)(=O)N4CCN(C)CC4)c3)n2)cc1	·	-1.8	-1.1
CCCn1c(SCC(=O)NCc2ccc(F)cc2)n[nH]c1=O	-32	·	·
CC(=O)Nc1c(OC(C)=O)ccc2c(C)cc(=O)oc12	·	-0.73	-1
Cc1c(C=O)c2ccccn2c1C(=O)c1ccncc1	27	-0.2	-0.83

More compounds:
Structure	Insulin prom inh	sdo1 growth	sdo1 growth Rescue 24 h
CC(C)(C)CC(=O)NC(=S)NCCc1ccccc1	7	-0.54	-0.89
O=C(Nc1ccc(S(=O)(=O)N2CCCC2)cc1)c1ccc2c(=O)n3c(nc2c1)CCCCC3	-35	0.65	0.27
CCOc1ccccc1-c1nc(-c2ccc(NC(=O)Cc3ccc(OC)cc3)cc2)no1	·	-0.67	1.1
O=C(NCc1ccc(F)cc1)c1cc(S(=O)(=O)N2CCOCC2)ccc1F	-210	-0.52	-0.29
CS(=O)(=O)N1CCC(C(=O)NCCC2=CCCCC2)CC1	31	0.18	-0.42
Cn1c(=O)c2c(nc(CN3CCN(C(=O)c4ccco4)CC3)n2Cc2cccc(Cl)c2)n(C)c1=O	·	0.29	0.04
COc1cc(C(=O)Nc2nnc(C(C)(C)C)s2)c([N+](=O)[O-])cc1OC	-7	1.6	1.3
COc1ccc(CCC(=O)NC2=NCCS2)cc1OC	43	1.6	1.9

Further records follow.
Structure	Insulin prom inh	sdo1 growth	sdo1 growth Rescue 24 h
Cc1cc(C(=O)N/N=C/c2cn[nH]c2-c2ccccc2)cs1	0	1.6	0.5
Cc1c(N=C2Nc3cccc4cccc2c34)c(=O)n(-c2ccccc2)n1C	-9	0.09	0.51
O/N=C/CCn1c(=S)sc2ccccc21	17	-1.3	-1.2
C=C(C)CSc1ncc(-c2cccc(C(F)(F)F)c2)cn1	35	0	0.08
CCN(CC)C(=O)Cn1c(=O)n(-c2ccccc2)c(=O)n1CC(=O)N(CC)CC	·	0.3	-0.3
O=C(NC1=NCCS1)c1nc(-c2ccccc2)n(-c2ccccc2)n1	11	-0.68	-0.54
O=C(CN(C1CCCCC1)S(=O)(=O)c1ccccc1)NCc1ccco1	-419	0	0.8
Cc1ccccc1NC(=S)N1CCCC1	-13	0.78	0.86

Continuation.
Structure	Insulin prom inh	sdo1 growth	sdo1 growth Rescue 24 h
COC(=O)CS(=O)(=O)c1ccsc1C(=O)Nc1ccc(F)cc1	64	·	·
CCOC(=O)CC(=O)Nc1nnc(CC(C)C)s1	·	0.27	-0.07
O=C(N/N=C/c1cnc(N2CCOCC2)s1)c1ccccc1	0	·	·
O=C(COC(=O)c1ccc(Br)cc1)NCCc1ccccc1	59	-0.6	-1.5
COc1cccc(C(=O)N2CCN(Cc3cccc(F)c3)CC2)c1	-10	0.65	0.63
N#C/C(=C\c1ccc(OCC(N)=O)cc1)c1ccccc1	-29	-0.01	-0.18
COc1ccc(CNC(=O)C2CCCN(c3nc4ccccc4o3)C2)c(OC)c1 (configuration not stated)	·	-0.52	-0.92
O=C(COC(=O)CCOc1ccccc1)Nc1ncc(Cl)cc1Cl	0	0.82	1.8

Additional records follow.
Structure	Insulin prom inh	sdo1 growth	sdo1 growth Rescue 24 h
O=C(NC1CCCc2ccccc21)C1CCN(c2c3c(nc4ncnn24)CCC3)CC1 (configuration not stated)	-11	0.64	0.54
O=C(Nc1ccc(S(=O)(=O)N2CCCCCC2)cc1)c1ccco1	-47	1.4	3.5
COc1cc(OC)c(C2CC(=O)N3CN(C)CSC3=C2C#N)cc1OC (configuration not stated)	·	0.03	1.4
CCOC(=O)CN(C)Cc1c[nH]c2ccccc12	-4	0.41	0.39
CCCC(=O)Nc1cc(-c2nnc(OC)c3ccccc23)ccc1N1CCOCC1	-14	·	·
CCOC(=O)Cc1csc(NC(=O)Cc2cccs2)n1	·	0.56	0.18
Cc1noc(NS(=O)(=O)c2ccc(N/C=C\C(=O)c3ccc4c(c3)OCO4)cc2)c1C	-51	0.52	-0.03
COC(=O)c1cccc(S(=O)(=O)N2CCC(NC(=O)Nc3cccc(F)c3)CC2)c1	·	1.3	1.1

(cont.)
Structure	Insulin prom inh	sdo1 growth	sdo1 growth Rescue 24 h
NS(=O)(=O)c1ccc(CCNC(=O)COC(=O)/C=C/c2ccccc2Cl)cc1	-9	·	·
O=C(N/N=C\c1ccc(-c2ccc(Cl)c(Cl)c2)o1)C(=O)N1CCCC1	-3	-0.84	-0.7
O=[N+]([O-])c1cccc(S(=O)(=O)N2CCCC2)c1	-212	1.1	0.54
Cc1c(NC2=C(Cl)C(=O)N(c3ccccc3Cl)C2=O)c(=O)n(-c2ccccc2)n1C	-81	1	1.2
CCOC(=O)CSCc1nc(-c2ccc(Cl)cc2)oc1C	-15	0.14	-0.12
CC(C)(Oc1ccc(CCNC(=O)c2ccc(Cl)cc2)cc1)C(=O)O	33	0.07	0.04
Cc1c(/C=N/NC(=O)C2(O)c3ccccc3-c3ccccc32)cnn1C	25	0.59	0.47
O=C(O)c1cn(Cc2ccccc2)nc1-c1cccnc1	-14	·	·

(next part)
Structure	Insulin prom inh	sdo1 growth	sdo1 growth Rescue 24 h
CC1=NN(C(=O)COc2ccccc2)C(O)(c2cccnc2)C1 (configuration not stated)	0	·	·
CC(=O)c1cccc(-n2nnnc2SCC(=O)NNC(=O)C2CCCCC2)c1	-91	·	·
COc1ccccc1C(=O)N/C(=C/c1ccc(Br)cc1)C(=O)NCCO	-30	0.71	0.31
Cc1nc2c(C(=O)NCc3cccs3)cnn2c(C)c1Cc1ccccc1	5	-0.68	-0.64
CCc1ccc(N(C(=O)c2csnn2)C(C(=O)NC(C)(C)CC)c2ccccn2)cc1 (configuration not stated)	-21	·	·
O=C(C1=NN[C@@H]2C(=O)N(c3cccc(C(F)(F)F)c3)C(=O)[C@H]12)c1ccc2ccccc2n1	·	0.28	-0.24
